Mtb BioA inh: BioA (M. tuberculosis) enzyme inhibition. 360,000 compounds, 0.096% hits. inhibition, % at 9.99 µM. purified M. tuberculosis BioA enzyme, plate reader; in the data active = inhibition above about 40%
Numbers without * were called inactive. These rows are one share of the data; count on the stated rates, not on these rows.

no.	SMILES	Mtb BioA inh
1	COc1ccc(NC(=O)Nc2ccc3c(c2)C(=O)N([C@@H](C)CO)C[C@H](C)[C@H](CN(C)Cc2ccc(C(=O)O)cc2)O3)cc1	-1.3
2	COc1ccccc1-c1cnc2c(c1)C(=O)N([C@H](C)CO)C[C@@H](C)[C@H](CN(C)CC1CCOCC1)O2	0.0
3	O=C(C[C@H]1CC[C@@H]2[C@H](COC[C@@H](O)CN2Cc2cc(F)ccc2F)O1)N1CCc2ccccc2C1	3.0
4	COc1ccc(NC(=O)Nc2ccc3c(c2)[C@H]2C[C@H](CC(=O)O)O[C@H](CO)[C@H]2O3)cc1	1.4
5	COc1ccccc1-c1cn(CC[C@@H]2CC[C@H](NC(=O)C3CC3)[C@H](CO)O2)nn1	0.0
6	C[C@@H]1CN([C@H](C)CO)C(=O)c2cccc(NC(=O)c3cnccn3)c2O[C@H]1CN(C)Cc1ccc(Oc2ccccc2)cc1	-2.9
7	O=C(c1cc2c(c(-c3cccc(-c4ccc(F)cc4)c3)n1)[C@@H](CCO)N(C(=O)c1ccc3c(c1)OCO3)C2)N1CCOCC1	-2.5
8	C[C@@H]1CN([C@H](C)CO)C(=O)Cc2cc(NS(=O)(=O)c3ccccc3)ccc2O[C@H]1CN(C)C(=O)Nc1cccc2ccccc12	-3.8
9	CCCC(=O)Nc1ccc2c(c1)C(=O)N(C)C[C@@H](OC)[C@@H](C)CN(C(=O)CC1CC1)[C@H](C)CO2	-3.1
10	C[C@@H]1CN([C@@H](C)CO)C(=O)c2cc(NC(=O)Nc3ccc4c(c3)OCO4)ccc2O[C@@H]1CN(C)C(=O)Nc1ccc(F)cc1	0.1
11	Cc1noc(C)c1NC(=O)Nc1ccc2c(c1)C(=O)N(C)[C@H]1CC[C@@H](CC(=O)N[C@H]3CCN(Cc4ccccc4)C3)O[C@@H]1CO2	2.3
12	COCc1cn(CC[C@@H]2CC[C@@H](NC(=O)c3ccc(F)cc3)[C@@H](CO)O2)nn1	1.1
13	COCC(=O)N1C[C@@H](C)[C@H](OC)CN(C)C(=O)c2ccc(NC(=O)c3cc(C)on3)cc2OC[C@H]1C	-1.7
14	C[C@H](CO)N1C[C@H](C)[C@@H](CN(C)C(=O)Nc2ccc(C(F)(F)F)cc2)Oc2ccc(NC(=O)CCCCCC(=O)Nc3ccccc3N)cc2CC1=O	-2.3
15	CCC(=O)N[C@H]1C=C[C@@H](CC(=O)NCCN2CCCCC2)O[C@H]1CO	-2.6
16	CC(C)C#Cc1ccc2c(c1)O[C@H](CN(C)C(=O)c1cnccn1)[C@@H](C)CN([C@H](C)CO)S2(=O)=O	-1.0
17	C[C@@H]1CN([C@@H](C)CO)C(=O)Cc2cc(NC(=O)Nc3ccccc3)ccc2O[C@H]1CN(C)C(=O)Nc1ccccc1	-1.7
18	COC(=O)[C@H]1COC(c2ccc(OCCCO)cc2)=N1	0.5
19	CN(C)C(=O)c1cccc(-c2ccc([C@@H]3[C@H](CO)N4CCCCN(CCC(F)(F)F)C[C@@H]34)cc2)c1	-2.4
20	CC(C)NC(=O)Nc1ccc2c(c1)C(=O)N([C@H](C)CO)C[C@H](C)[C@H](CN(C)C(=O)Nc1cccc3ccccc13)OCCCC[C@@H](C)O2	2.4

An excerpt of these results, with each value named:
(5) COc1ccccc1-c1cn(CC[C@@H]2CC[C@H](NC(=O)C3CC3)[C@H](CO)O2)nn1
  Mtb BioA inh: 0.0
(6) C[C@@H]1CN([C@H](C)CO)C(=O)c2cccc(NC(=O)c3cnccn3)c2O[C@H]1CN(C)Cc1ccc(Oc2ccccc2)cc1
  Mtb BioA inh: -2.9
(7) O=C(c1cc2c(c(-c3cccc(-c4ccc(F)cc4)c3)n1)[C@@H](CCO)N(C(=O)c1ccc3c(c1)OCO3)C2)N1CCOCC1
  Mtb BioA inh: -2.5
(8) C[C@@H]1CN([C@H](C)CO)C(=O)Cc2cc(NS(=O)(=O)c3ccccc3)ccc2O[C@H]1CN(C)C(=O)Nc1cccc2ccccc12
  Mtb BioA inh: -3.8

(cont.)
no.	SMILES	Mtb BioA inh
21	Cc1noc(C)c1S(=O)(=O)Nc1cccc2c1O[C@H](CN(C)C(=O)NC(C)C)[C@H](C)CN([C@H](C)CO)C2=O	-2.2
22	O=C(NCC[C@H]1CC[C@H](NS(=O)(=O)c2ccc(Cl)cc2)[C@H](CO)O1)c1ccc2c(c1)OCO2	-1.3
23	C[C@@H]1CN([C@@H](C)CO)C(=O)c2cc(Br)cnc2O[C@@H]1CN(C)Cc1ccncc1	-2.1
24	COc1ccc(S(=O)(=O)Nc2ccc3c(c2)C(=O)N([C@@H](C)CO)C[C@@H](C)[C@@H](CN(C)C(=O)Cc2ccccc2)OCCCC[C@@H](C)O3)cc1	0.1
25	O=C(N[C@H]1CC[C@@H](CCNS(=O)(=O)c2ccc(Cl)cc2)O[C@@H]1CO)c1ccccn1	-1.3
26	CCCN1[C@@H]2Cn3c(ccc(-c4ccc(OC)cc4)c3=O)[C@H]1[C@@H](C(=O)OC)[C@@H]2CO	-0.1
27	CC(C)CC#Cc1ccc2c(c1)O[C@H](CN(C)C(=O)C1CCOCC1)[C@@H](C)CN([C@@H](C)CO)S2(=O)=O	-1.9
28	COc1ccc(CNC(=O)C[C@@H]2CC[C@@H]3[C@@H](COc4ccc(NC(C)=O)cc4C(=O)N3C)O2)cc1	10.4
29	C[C@@H]1CN([C@@H](C)CO)C(=O)Cc2cc(NC(=O)CCCN(C)C)ccc2O[C@H]1CN(C)Cc1ccc(Oc2ccccc2)cc1	4.2
30	O=C(C[C@@H]1C[C@@H]2c3cc(NC(=O)NC4CCCCC4)ccc3O[C@@H]2[C@H](CO)O1)NCc1ccccc1	0.1
31	C[C@H](CO)N1C[C@H](C)[C@H](CN(C)C(=O)Nc2ccccc2)Oc2ccc(NS(=O)(=O)c3ccccc3)cc2C1=O	0.8
32	O=C(C[C@@H]1CC[C@@H]2[C@H](COC[C@H](O)CN2Cc2nccs2)O1)NCc1ccc(-c2ccccc2)cc1	0.6
33	C[C@H]1CN([C@@H](C)CO)C(=O)Cc2cc(NC(=O)C3CC3)ccc2O[C@H]1CN(C)C(=O)Nc1ccccc1	1.1
34	C[C@H]1CN([C@@H](C)CO)C(=O)c2cc(N(C)C)ccc2O[C@@H]1CN(C)S(=O)(=O)c1cccs1	0.3
35	COc1ccc(-c2cnc3c(c2)C(=O)N([C@H](C)CO)C[C@H](C)[C@@H](CN(C)C(=O)C2CC2)O3)cc1	-4.4
36	C[C@H](CO)N1C[C@H](C)[C@H](CN(C)CC2CCCCC2)Oc2ccc(NS(=O)(=O)c3cn(C)cn3)cc2C1=O	4.7
37	C[C@@H]1CN([C@@H](C)CO)C(=O)c2cccc(NC(=O)c3ccncc3)c2O[C@H]1CN(C)C(=O)Nc1cccc2ccccc12	-0.4
38	CO[C@H]1O[C@H](CO)[C@@H](OC(=O)Nc2ccc3c(c2)OCO3)[C@@H]2OC(=O)[C@@H](Cc3ccccc3)C/C=C/C[C@H](Cc3ccccc3)C(=O)O[C@@H]12	-1.5
39	C[C@H](CO)N1C[C@H](C)[C@H](CN(C)Cc2ccc(Cl)c(Cl)c2)Oc2ccc(NC(=O)Cc3cn(C)c4ccccc34)cc2C1=O	-0.9
40	COCCNC(=O)C[C@H]1C[C@H]2c3cc(NC(=O)Nc4ccc(C(F)(F)F)cc4)ccc3O[C@H]2[C@@H](CO)O1	-3.1
41	Cc1noc(C)c1NC(=O)Nc1ccc2c(c1)C(=O)N([C@H](C)CO)C[C@H](C)[C@H](CN(C)Cc1ccc3c(c1)OCO3)OCCCC[C@@H](C)O2	6.8
42	C[C@H]1CN([C@@H](C)CO)C(=O)c2cccc(NS(C)(=O)=O)c2O[C@H]1CN(C)Cc1ccc(-c2ccccc2)cc1	0.0
43	C[C@H]1CN([C@@H](C)CO)C(=O)CCCn2nncc2CO[C@H]1CN(C)Cc1cccc(C(=O)O)c1	-5.9
44	CCC(=O)Nc1ccc2c(c1)C(=O)N(C)[C@H]1CC[C@H](CC(=O)N3CCCCC3)O[C@@H]1CO2	-1.9
45	CC(=O)N1CC[C@@H]2[C@H]1c1cc(-c3cccc(F)c3)ccc1N(C)[C@H]2CO	10.8
46	CCN1[C@H](C(=O)NCCc2cn(C)cn2)[C@@H](CO)[C@@H]2Cn3c(ccc(-c4ccncc4)c3=O)[C@@H]21	-1.8
47	C[C@H]1CN([C@@H](C)CO)C(=O)Cc2cc(NC(=O)c3ccncc3)ccc2O[C@@H]1CN(C)Cc1ccc(Cl)c(Cl)c1	1.0
48	COCC#Cc1cnc2c(c1)C(=O)N([C@H](C)CO)C[C@H](C)[C@@H](CN(C)Cc1ccccc1)O2	-9.3
49	CO[C@@H]1CN(C)C(=O)c2cc(NC(=O)NC(C)C)ccc2OC[C@H](C)NC[C@H]1C	-1.8
50	C[C@@H]1CN([C@@H](C)CO)C(=O)c2cc(C#Cc3cccnc3)cnc2O[C@@H]1CN(C)S(C)(=O)=O	5.5
51	COc1ccc(NC(=O)Nc2ccc3c(c2)C(=O)N([C@H](C)CO)C[C@H](C)[C@@H](CN(C)C(=O)Cc2ccccc2)OCCCC[C@H](C)O3)cc1	0.4
52	C[C@@H]1CN([C@@H](C)CO)C(=O)CCCn2nncc2CO[C@H]1CN(C)Cc1cccc(C(=O)O)c1	8.8
53	CCCC(=O)Nc1ccc2c(c1)C(=O)N(C)C[C@H](OC)[C@@H](C)CN[C@H](C)CO2	-1.8
54	NCC[C@H]1CC[C@H](NC(=O)NC2CCCCC2)[C@H](CO)O1	-3.0
55	COc1ccc(NC(=O)N(C)C[C@@H]2Oc3c(NC(=O)Nc4ccc5c(c4)OCO5)cccc3C(=O)N([C@@H](C)CO)C[C@@H]2C)cc1	2.0
56	C[C@@H]1CN([C@H](C)CO)S(=O)(=O)c2ccc(Br)cc2O[C@H]1CN(C)CC1CCCC1	17.4
57	C[C@@H]1CN([C@H](C)CO)C(=O)c2cccc(NC(=O)c3ccc(-c4nccs4)cc3)c2O[C@H]1CN(C)S(=O)(=O)c1ccc(Cl)cc1	0.4
58	Cc1nn(C)cc1NC(=O)C[C@H]1CC[C@@H]2[C@@H](COc3ccc(NC(=O)C(C)C)cc3C(=O)N2C)O1	11.9
59	CNC(=O)C[C@@H]1CC[C@H]2[C@H](COc3ccc(NC(=O)Nc4ccc(Cl)cc4)cc3C(=O)N2C)O1	-0.8
60	CN(C)C(=O)C[C@H]1CC[C@@H]2[C@H](COc3ccc(NC(=O)C4CCOCC4)cc3C(=O)N2C)O1	0.1

Part of the list above in order of SMILES length, lowest first:
no.	SMILES	Mtb BioA inh
60	CN(C)C(=O)C[C@H]1CC[C@@H]2[C@H](COc3ccc(NC(=O)C4CCOCC4)cc3C(=O)N2C)O1	0.1
46	CCN1[C@H](C(=O)NCCc2cn(C)cn2)[C@@H](CO)[C@@H]2Cn3c(ccc(-c4ccncc4)c3=O)[C@@H]21	-1.8
42	C[C@H]1CN([C@@H](C)CO)C(=O)c2cccc(NS(C)(=O)=O)c2O[C@H]1CN(C)Cc1ccc(-c2ccccc2)cc1	0.0

Following part.
no.	SMILES	Mtb BioA inh
61	COc1ccc(NC(=O)Nc2ccc3c(c2)C(=O)N([C@H](C)CO)C[C@@H](C)[C@@H](CN(C)C(=O)C2CCCCC2)OCCCC[C@@H](C)O3)cc1	1.7
62	CCCNC(=O)N(C)C[C@H]1Oc2ncc(-c3ccc(OC)cc3)cc2C(=O)N([C@@H](C)CO)C[C@@H]1C	-0.6
63	C[C@@H]1CN([C@@H](C)CO)C(=O)c2ccccc2-c2ccccc2CO[C@@H]1CN(C)C(=O)Nc1ccccc1C(F)(F)F	0.3
64	O=C(C[C@@H]1CC[C@@H]2[C@H](COC[C@@H](O)CN2C(=O)c2cccnc2)O1)NCc1ccccc1	-1.6
65	O=C(NCCc1ccncc1)[C@@H]1[C@@H](CO)[C@@H]2Cn3c(ccc(-c4cccnc4)c3=O)[C@@H]2N1C(=O)C1CC1	11.9
66	Cc1ccc(S(=O)(=O)N(C)C[C@H]2Oc3ccc(NS(=O)(=O)c4ccccc4)cc3CC(=O)N([C@H](C)CO)C[C@H]2C)cc1	-1.2
67	COC(=O)C[C@@H]1C[C@@H]2c3cc(NC(=O)CN(C)C)ccc3O[C@@H]2[C@@H](CO)O1	-1.4
68	O=C(C[C@@H]1CC[C@H]2[C@@H](COC[C@@H](O)CN2C(=O)c2ccccc2)O1)NCc1cccc(F)c1	-1.9
69	O=C(C[C@@H]1CC[C@H]2NC[C@H](O)COC[C@@H]2O1)NCCc1ccccc1	-1.2
70	CC(C)C#Cc1ccc2c(c1)O[C@@H](CN(C)C(=O)c1cnccn1)[C@@H](C)CN([C@H](C)CO)S2(=O)=O	0.5
71	CC=Cc1ccc2n(c1=O)C[C@H]1[C@H](CO)[C@@H](C(=O)NCC3CC3)[C@@H]2N1Cc1ccncc1 (mixture of isomers)	-1.9
72	O=C(C[C@H]1CC[C@H]2[C@@H](COC[C@H](O)CN2C(=O)Nc2ccc(F)cc2)O1)NC1CCC1	-2.6
73	COCC(=O)Nc1ccc2c(c1)[C@H]1C[C@H](CC(=O)NCc3ccccn3)O[C@H](CO)[C@H]1O2	-1.2
74	Cc1ccc(S(=O)(=O)Nc2ccc3c(c2)C(=O)N([C@H](C)CO)C[C@H](C)[C@@H](CN(C)Cc2ccc4c(c2)OCO4)O3)cc1	1.4
75	CN(C)C(=O)C[C@H]1C[C@H]2c3cc(NC(=O)c4ccc5c(c4)OCO5)ccc3O[C@H]2[C@H](CO)O1	1.1
76	COc1ccc(NC(=O)N(C)C[C@H]2OCc3ccccc3-c3c(n(C)c4ccccc34)C(=O)N([C@H](C)CO)C[C@H]2C)cc1	0.2
77	CN(C)CC#Cc1ccc([C@H]2[C@@H](CO)N3CCCCN(C(=O)C4CCC4)C[C@@H]23)cc1	-0.2
78	COc1cccc(-c2ccc3c(c2)[C@@H]2[C@@H](CCN2S(=O)(=O)C2=NC(C)C=N2)[C@H](CO)N3C)c1 (some centres not stated)	5.2
79	C[C@H]1CN([C@@H](C)CO)C(=O)Cc2cc(NC(=O)Nc3cccc4ccccc34)ccc2O[C@@H]1CN(C)S(=O)(=O)c1ccccc1	-4.3
80	C[C@@H]1CCCCO[C@H](CN(C)C(=O)CCCN(C)C)[C@H](C)CN([C@H](C)CO)C(=O)c2cc(NC(=O)CCC(F)(F)F)ccc2O1	-0.5
81	C[C@@H]1CN([C@@H](C)CO)C(=O)CCCn2cc(nn2)CO[C@@H]1CN(C)C(=O)Nc1ccc(N2CCN(C)CC2)cc1	0.5

Screens (PubChem BioAssay)
